Source: PubChem BioAssay (several laboratories)
DNA FID counter – fluorescent intercalator displacement, NS3 helicase counter-screen | DNA fluorescent intercalator displacement, fluorescence | inhibition, % at 7.9 µM | hit rate 0.17% among 290,000 | AID 1845; in the data active = inhibition above about 37%;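 note: 0% = vehicle and 100% = reference compound; higher means more ethidium bromide displaced from hairpin DNA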
MEKK2 mut-MEK5 – signal of MEK5 binding to mutant human MEKK2 PB1 domain; bead flow cytometry, Alexa488-MEK5 binding to MEKK2 mutant; percent response, % at 10 µM; hit rate 0.35% among 290,000; AID 1530; in the data active = percent response above about 24%, passing the limit was not always enough; note: inactives centre near 1; some results filed as inactive read as strong as hits
CRFR2-BP ag – agonists of human CRF-binding protein/CRF-R2 receptor complex. HEK293 CRF-R2/CRF-BP, calcium dye fluorescence (FLIPR); percent of saturating CRF peptide response. activation, % at 13.2 µM. hit rate 0.46% among 350,000;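 active = activation of at least 50%, plus an integration ratio under a set limit after plate pattern correction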;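 note: plate controls were neutral control wells without compound for no effect and CRF at EC100 for full effect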
GalR3 antag – antagonists of human GalR3; inhibition, % at 3 µM; HEK293 GalR3-CNG cAMP membrane potential fluorescence; galR3 body fused to GalR1 C-terminus; O60755; AID 651719; hit rate 0.44% among 360,000;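 active = inhibition above the screen-wide average plus 3 SD, cut at about 13% in these data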;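 note: forskolin and galanin both at EC90 stimulate the cells; cAMP rise reported by CNG channel membrane potential dye signal; 0% = forskolin plus galanin with DMSO and 100% = forskolin alone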
MEKK2 WT-MEK5 – raises or lowers MEK5 binding to wildtype human MEKK2 PB1 domain. Q9Y2U5. bead flow cytometry, Alexa488-MEK5 binding to MEKK2 WT; actives lie on both sides. binding response (% of control), % at 10 µM. hit rate 1.1% among 290,000. AID 1531; in the data active = binding response below about 67% or above about 130%
MEKK3 PB1 HTS – MEKK3-MEK5 PB1 interaction, increase or decrease; Q99759; bead-based flow cytometry, Alexa488-MEK5 binding to MEKK3; actives lie on both sides; 0 = blocked by unlabeled MEK5, 100 = vehicle; binding response (% of control), % at 10 µM; hit rate 1.4% among 290,000; AID 1529;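 active = binding response more than 3 SD above or below the average of its plate-row segment, actives on both sides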;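 note: Alexa488 bead fluorescence after subtracting the streptavidin-only scavenger bead signal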
Target sequence (Q99759 whole entry, looked up): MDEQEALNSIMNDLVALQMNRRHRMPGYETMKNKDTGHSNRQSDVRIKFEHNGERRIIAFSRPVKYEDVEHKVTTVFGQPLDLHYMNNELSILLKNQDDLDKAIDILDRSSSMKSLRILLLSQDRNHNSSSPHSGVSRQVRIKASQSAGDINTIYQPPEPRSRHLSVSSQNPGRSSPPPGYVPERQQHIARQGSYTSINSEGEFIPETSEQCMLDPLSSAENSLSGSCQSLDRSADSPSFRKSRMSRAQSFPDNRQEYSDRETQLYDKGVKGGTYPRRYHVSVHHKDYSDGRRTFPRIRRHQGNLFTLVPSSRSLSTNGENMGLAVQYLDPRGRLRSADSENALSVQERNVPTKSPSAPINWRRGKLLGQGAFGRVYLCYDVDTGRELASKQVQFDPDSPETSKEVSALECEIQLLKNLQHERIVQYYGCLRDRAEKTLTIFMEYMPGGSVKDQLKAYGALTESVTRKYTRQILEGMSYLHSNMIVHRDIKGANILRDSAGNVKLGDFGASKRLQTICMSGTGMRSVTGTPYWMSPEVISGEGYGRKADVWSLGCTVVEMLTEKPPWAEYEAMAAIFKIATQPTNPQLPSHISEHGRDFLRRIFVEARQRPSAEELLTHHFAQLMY
CRFBP-R2 block – blocks CRF-induced signaling of the CRF-BP/CRF-R2 complex. HEK293 CRF-R2/CRF-BP, CRF-induced calcium fluorescence. inhibition, % at 11.8 µM. AID 588475. hit rate 0.59% among 350,000;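 active = inhibition of the ligand-induced calcium signal above about 50% at the single tested concentration, limit read from the data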
UBC9 SUMO inh – inhibitors of human SUMOylation (UBC9); HTRF SUMOylation assay, SAE1/SAE2 + UBC9, in vitro; inhibition, % at 35 µM; hit rate 0.36% among 290,000; in the data active = inhibition above about 50%, passing the limit was not always enough; note: strong numbers were not always called active
Target sequence (P63279 whole entry, looked up): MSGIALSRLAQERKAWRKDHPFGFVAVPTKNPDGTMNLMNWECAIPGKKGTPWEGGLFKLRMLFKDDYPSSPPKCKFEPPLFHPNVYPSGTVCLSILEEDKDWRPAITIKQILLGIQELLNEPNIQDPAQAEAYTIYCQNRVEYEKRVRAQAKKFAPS
NS3 helicase inh – inhibitors of Hepatitis C virus NS3 helicase; hit rate 0.56% among 290,000; NS3 helicase DNA unwinding, Cy5 molecular beacon fluorescence; inhibition, % at 10.9 µM;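 active = inhibition above the mean of all tested compounds plus 3 SD, set per campaign, cut at about 35% in these data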;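 note: 0% = DMSO wells and 100% = thioflavine S control wells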
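System: NS3 helicase fragment of HCV / Schedule: 1 h at 25 °C / Control set: DMSO alone as 0% and 110 µM thioflavine S as 100% / Reagent: Cy5/quencher beacon DNA duplex and ATP to start / Technique: Cy5 fluorescence / Replication: singlicate / Evaluation: % inhibition of end-to-start signal ratio versus controls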
An asterisk follows results filed as active; . = not tested or not shown. Some of the compounds tested; count on the stated rates, not on these rows.

SMILES | DNA FID counter | MEKK2 mut-MEK5 | CRFR2-BP ag | GalR3 antag | MEKK2 WT-MEK5 | MEKK3 PB1 HTS | CRFBP-R2 block | UBC9 SUMO inh | NS3 helicase inh
O=C(CC12CC3CC(CC(C3)C1)C2)NCc1ccc(F)cc1 | -11 | 11 | 0.5 | -6 | 108 | 107 | -4 | 12 | 0
Cc1cccc(C)c1NC(=O)CN(C)CC(=O)Nc1ccc(F)c(Cl)c1 | -17 | -10 | -3.4 | -1 | 87 | 94 | 7 | 0 | -9
C/C(N)=C(/C#N)C(=O)CSc1ncnc2ccccc12 | -5 | 4 | -1.0 | -5 | 109 | 104 | -10 | 17 | 4
CCOC(=O)N1CCN(C(=O)CN(C2CCCCC2)S(C)(=O)=O)CC1 | -3 | 2 | -1.7 | 2 | 106 | 105 | 10 | -4 | 8
O=C(NCc1ccccc1)C(=O)Nc1nccs1 | 1 | -13 | -2.3 | 1 | 65 | 61 | -3 | 13 | 14
O=C(CCNS(=O)(=O)c1cccc2nsnc12)NC1CCCc2ccccc21 (stereo unspecified) | -17 | 4 | -1.6 | -2 | 113 | 107 | -1 | 30 | 1
CCOC(=O)N1CCC2(CC1)C(C#N)=C(N)Oc1c2c(C)nn1-c1cccc(Cl)c1 | -28 | 4 | 2.6 | -1 | 101 | 106 | -50 | -3 | 14
COC(=O)Nc1nnc(CCc2ccccc2)s1 | -8 | 3 | 0.2 | -3 | 113 | 110 | -18 | -9 | 2
O=C(Nc1ccc(F)cc1)c1ccc(NC(=O)C2CCCO2)cc1 (stereo unspecified) | -8 | 0 | 0.8 | . | 97 | 101 | 0 | 16 | 5
CCc1nc(SCC(=O)c2ccc(C)c(C)c2)n[nH]1 | -3 | 0 | -1.1 | -4 | 101 | 101 | -18 | 10 | -5
CC(C)(C)Nc1cccccc1=O | -2 | 0 | 0.8 | -3 | 93 | 98 | 2 | 4 | 4
CCOCCCNC(=O)C(NC(=O)CNC(=O)c1ccccc1)c1ccc(C)cc1 (stereo unspecified) | -9 | -1 | -0.6 | -5 | 101 | 94 | 1 | -6 | 1
CCCc1cc(=O)n2[nH]c(NCc3c(Cl)cccc3Cl)nc2n1 | -7 | 2 | -0.6 | -1 | 107 | 105 | 12 | 24 | -4
CCOc1ccc(CNC(=O)Cn2ccc3cc(S(=O)(=O)N4CCCC4)ccc32)cc1 | -25 | -5 | -0.8 | 0 | 96 | 96 | 3 | -1 | -6
COc1ccc(OC)c(C=Nc2ccccc2-c2nc3ccccc3[nH]2)c1 | -4 | 11 | 0.1 | -6 | 91 | 96 | 2 | 10 | 17
Cc1ccc(CSCCNC(=O)CN(c2cccc([N+](=O)[O-])c2)S(C)(=O)=O)cc1 | -10 | 1 | -0.3 | -6 | 99 | 100 | 3 | 4 | 6
COc1cccc(CN2CCN(Cc3ccc(O)c(OC)c3)CC2CCO)c1 (stereo unspecified) | 3 | -1 | 3.1 | -2 | 101 | 101 | -9 | 15 | -9
O=c1c2ccccc2cnn1Cc1n[nH]c(=S)n1-c1ccc(F)c(Cl)c1 | -9 | 1 | 0.7 | 5 | 104 | 99 | 4 | -7 | 2
N#C/C(=C\c1cc(Cl)ccc1O)C(=O)NC1CCCCC1 | -2 | 5 | 3.5 | . | 104 | 101 | -28 | -1 | 8
O=C(c1ccc(Cl)c([N+](=O)[O-])c1)N1CCCc2ccccc21 | -14 | -4 | 1.6 | -9 | 97 | 97 | -3 | 5 | -1
CCc1cc2cc(C)ccc2nc1SCC(=O)Nc1cc(C)on1 | 0 | 2 | 1.9 | -3 | 95 | 128* | -84 | 0 | 6
O=C(O)COc1ccc2c3c(c(=O)oc2c1)CCC3 | 3 | 7 | 2.3 | -2 | 110 | 106 | -16 | 39 | 0
COc1ccc(CNS(=O)(=O)c2cc(OCC(N)=O)c(C)cc2Cl)cc1 | -7 | -2 | -0.6 | -2 | 96 | 99 | 4 | -8 | -3
Cc1cccc(N(C(=O)CCC(=O)Nc2ccccn2)C(C(=O)NC(C)C)c2ccc(F)cc2)c1 (stereo unspecified) | -36 | -1 | 0.9 | -9 | 99 | 101 | -13 | -9 | -5
Cn1ccnc1SCC(=O)Nc1ccc(Oc2ccccc2)cc1 | -8 | -3 | -0.8 | -6 | 100 | 89 | 8 | 6 | 0
Cc1nnc(NC(=O)CSc2nnc(-c3ccco3)n2C(C)C)s1 | -22 | 3 | -0.6 | -1 | 107 | 107 | -7 | 2 | -4
CCOc1ccc(C(=O)O/N=C(\N)c2ccc([N+](=O)[O-])cc2)cc1OCC | -2 | -1 | 0.5 | -3 | 102 | 102 | 8 | 22 | 17
CCOC(=O)C(NC(=O)CC)(Nc1cc(C)on1)C(F)(F)F (stereo unspecified) | -3 | 15 | -0.2 | 2 | 102 | 100 | -7 | -11 | 0
COc1ccccc1CNC(=O)C(CCSC)NC(=O)C1CCC(C)CC1 (stereo unspecified) | -13 | -4 | -0.7 | -5 | 91 | 93 | -12 | -1 | -2
Cc1cc(O)cc(O)c1-c1onc(C(F)(F)F)c1-c1cscn1 | 0 | 3 | -2.7 | -5 | 100 | 107 | 2 | -12 | -7
CCOC(=O)N1CCC(N2C(=O)c3ccccc3C2=O)CC1 | -6 | -1 | -4.1 | . | 96 | 95 | 8 | 6 | -6
Cc1cc(Cn2ccnc2)c(C)cc1Cn1ccnc1 | 0 | 8 | -0.5 | -2 | 102 | 102 | -1 | 12 | -4
c1ccc(-c2noc(-c3ccccc3-c3ccccc3)n2)cc1 | -1 | 3 | -0.6 | -2 | 103 | 100 | 0 | -16 | -2
O=c1c2c(-c3cccs3)csc2ncn1/N=C/c1ccc(OC(F)F)cc1 | 0 | -4 | 10 | -4 | 95 | 99 | -9 | -5 | -1
COC(=O)C1=NN(C(=O)c2cccc(Cl)c2)C(O)(C(C)(C)C)C1 (stereo unspecified) | -18 | -1 | 89* | -2 | 101 | 94 | 37 | 17 | 2
CCn1c(SCC(=O)NC2CCCC2)nnc1-c1ccco1 | -9 | -7 | -0.3 | -9 | 95 | 109 | -7 | 16 | -15
COc1ccc(CC(=O)Oc2ccc(F)cc2)cc1 | -9 | 1 | 0.1 | -6 | 105 | 102 | 12 | 2 | 1
COC(=O)c1sc(-c2ccc(C(C)(C)C)cc2)cc1NC(=O)CSCC(=O)O | 4 | 9 | 1.1 | -4 | 102 | 113 | 54* | 35 | -35
CC1=CC(=O)CC(C)(C)C1(O)/C=C/C(C)=C/C(=O)O (stereo unspecified) | -1 | 3 | 0.2 | -8 | 101 | 98 | 9 | 14 | 6
COc1ccc2cc(CCNC(=O)c3cccs3)c(=O)[nH]c2c1 | -12 | -2 | -1.1 | 10 | 99 | 95 | 2 | 11 | -6
CC(NC(=O)c1ccc(F)cc1)C1CC2CCC1C2 (stereo unspecified) | -18 | 1 | -0.2 | 1 | 101 | 100 | -11 | 0 | 6
O=C(NCc1ccc2[nH]c3c(c2c1)CCCC3)c1ccc(S(=O)(=O)N2CCOCC2)cc1 | -15 | 5 | -0.5 | . | 98 | 109 | -11 | 2 | -3
Cc1ccc(NC(=O)/C=C/C(=O)O)c([N+](=O)[O-])c1 | 3 | 11 | -0.2 | -11 | 100 | 98 | 6 | 6 | 0
COc1ccc(-c2cc(C(=O)Nc3c(C)nn(Cc4ccccc4)c3C)no2)cc1 | -29 | 9 | -2.1 | -10 | 105 | 103 | 14 | 17 | -1
CCOc1ccccc1OCCCOc1ccc([N+](=O)[O-])cc1Cl | -5 | 1 | -0.4 | -2 | 99 | 106 | 6 | -28 | -5
Cc1oc(-c2cc3c(cc2Cl)OCO3)nc1CN1CCCC(C(=O)N2CCOCC2)C1 (stereo unspecified) | -3 | -13 | 2.4 | -1 | 97 | 109 | -9 | 2 | -6
O=c1c2ccc([N+](=O)[O-])cc2ncn1CCOc1ccccc1 | 1 | 5 | -1.3 | 3 | 108 | 110 | 4 | -2 | -6
O=C1Nc2cc(Cl)c(Cl)cc2N(O)N1c1ccccc1 | 0 | -5 | -0.6 | 0 | 87 | 89 | 12 | -12 | -1
CC1=C(C(=O)OCc2ccccc2)C(c2ccccc2)NC(=O)N1CCCCCC(=O)O (stereo unspecified) | -45 | 4 | 1.3 | -1 | 104 | 112 | -10 | -3 | 16
Cc1ccccc1NC(=O)C(NS(=O)(=O)c1ccc2c(c1)c(=O)n(C)c(=O)n2C)c1ccccc1 (stereo unspecified) | 1 | 11 | -1.4 | 5 | 111 | 109 | -11 | 2 | -1
CCOc1ccc(NC(=O)CSc2ncnc3c2sc2ccccc23)cc1 | -1 | -1 | 4.8 | 2 | 101 | 108 | 22 | 4 | 10
CCC(=O)Nc1nnc(-c2ccc(Cl)s2)o1 | 7 | -3 | 0.3 | -5 | 97 | 95 | 7 | 12 | -1
COc1ccccc1N1CCN(C(=O)Cn2nnc(-c3cccs3)n2)CC1 | -21 | 1 | 0.4 | 5 | 95 | 94 | 9 | 7 | 2
Cc1cccc(-c2nnc(SCC#N)n2Cc2ccccc2)c1 | -18 | 0 | -2.1 | -5 | 105 | 105 | -26 | 9 | 4
Cn1c2ccccc2c2nnc(SCC(=O)Nc3ccccc3F)nc21 | -17 | 6 | -5.1 | -2 | 105 | 105 | -6 | 7 | 5
O=C(Nc1ccccc1)N(Cc1ccccc1)Cc1ccccc1 | -13 | 3 | 7.7 | -3 | 99 | 106 | -54 | 11 | -3
CCCC(C(=O)NC1CCCC1)N(C(=O)c1snc(C(N)=O)c1N)c1ccc(OCC)cc1 (stereo unspecified) | -28 | -3 | -1.9 | -9 | 97 | 100 | 4 | -20 | -14
O=C(COC(=O)CNC(=O)c1ccc(F)cc1)Nc1cccc(S(=O)(=O)N2CCCC2)c1 | -13 | -2 | -1.4 | -4 | 93 | 98 | -2 | 4 | 6
Nc1nccc(-c2cccs2)n1 | -2 | 1 | 0.8 | 3 | 95 | 97 | -4 | 10 | 4
Cc1ccc(C)c(NC(=O)c2cc3ccccc3o2)c1 | -12 | 12 | -2.5 | -10 | 106 | 108 | 12 | 13 | -6
CC1(C)Cc2c(sc(NC(=O)C(=O)N3CCCC3)c2C(N)=O)CO1 | -20 | -5 | -1.2 | 2 | 98 | 103 | 11 | 19 | 16
O=C(Cc1ccccc1)N1CCCC(c2nc(-c3ccc(S(=O)(=O)N4CCCC4)cc3)no2)C1 (stereo unspecified) | -5 | 4 | -2.5 | -8 | 105 | 107 | 2 | 2 | -8

Random excerpt: three entries already listed
SMILES | DNA FID counter | MEKK2 mut-MEK5 | CRFR2-BP ag | GalR3 antag | MEKK2 WT-MEK5 | MEKK3 PB1 HTS | CRFBP-R2 block | UBC9 SUMO inh | NS3 helicase inh
c1ccc(-c2noc(-c3ccccc3-c3ccccc3)n2)cc1 | -1 | 3 | -0.6 | -2 | 103 | 100 | 0 | -16 | -2
O=C(O)COc1ccc2c3c(c(=O)oc2c1)CCC3 | 3 | 7 | 2.3 | -2 | 110 | 106 | -16 | 39 | 0
COc1ccccc1CNC(=O)C(CCSC)NC(=O)C1CCC(C)CC1 (stereo unspecified) | -13 | -4 | -0.7 | -5 | 91 | 93 | -12 | -1 | -2
